Screens from PubChem BioAssay.
CASP6 VEID inh – blocks human caspase-6 cleavage activity; P55212; purified caspase-6, Z-VEID-R110 cleavage fluorescence; inhibition, % at 12.5 µM; 0.53% of 350,000 active; AID 686996;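 active = mean inhibition across replicates at least about 35%, with every replicate also reaching that limit, limit read from the data; inconclusive = only one of the two criteria met; inactive = neither criterion met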;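 note: 0% = median of neutral control wells and 100% = no fluorescence left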
ERAP1 inh – ERAP1 (human) enzyme inhibition; inhibition, % at 10.7 µM; Q9NZ08; 0.15% of 340,000 active; recombinant ERAP1, Leu-AMC fluorescence, 60 min; AID 652197;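 active = mean replicate inhibition of at least 30%, or all replicates individually reaching that 30% level; inactive = mean below 30% and not every replicate reaching it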;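 note: 0% = neutral control wells and 100% = L-leucinethiol positive control wells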
Target sequence (Q9NZ08 whole entry, looked up): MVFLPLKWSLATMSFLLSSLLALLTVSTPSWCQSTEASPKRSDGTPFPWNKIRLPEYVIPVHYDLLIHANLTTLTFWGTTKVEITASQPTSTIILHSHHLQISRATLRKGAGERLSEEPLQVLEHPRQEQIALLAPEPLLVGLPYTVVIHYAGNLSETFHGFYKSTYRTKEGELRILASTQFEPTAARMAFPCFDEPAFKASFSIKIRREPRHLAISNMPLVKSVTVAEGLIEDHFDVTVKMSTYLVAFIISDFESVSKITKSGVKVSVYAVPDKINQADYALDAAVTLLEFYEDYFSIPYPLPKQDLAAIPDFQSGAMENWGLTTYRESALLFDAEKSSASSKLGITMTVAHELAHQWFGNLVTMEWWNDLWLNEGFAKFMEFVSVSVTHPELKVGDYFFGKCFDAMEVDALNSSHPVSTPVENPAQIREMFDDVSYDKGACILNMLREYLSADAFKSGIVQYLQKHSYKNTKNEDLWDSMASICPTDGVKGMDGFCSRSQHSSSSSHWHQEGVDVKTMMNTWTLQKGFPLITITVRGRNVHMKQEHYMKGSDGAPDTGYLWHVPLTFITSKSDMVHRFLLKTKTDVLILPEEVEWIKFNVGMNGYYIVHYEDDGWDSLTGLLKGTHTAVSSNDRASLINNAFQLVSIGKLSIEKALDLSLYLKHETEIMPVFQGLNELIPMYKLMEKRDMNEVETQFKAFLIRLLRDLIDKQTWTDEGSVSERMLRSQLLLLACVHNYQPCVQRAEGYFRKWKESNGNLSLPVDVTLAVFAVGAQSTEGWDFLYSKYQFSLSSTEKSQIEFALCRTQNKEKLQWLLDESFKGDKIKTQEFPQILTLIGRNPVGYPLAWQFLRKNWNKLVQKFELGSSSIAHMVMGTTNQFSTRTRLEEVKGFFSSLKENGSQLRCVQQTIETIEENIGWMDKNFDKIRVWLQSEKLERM
F508del corr – CFTR F508del correction in bronchial cells; AID 720511; 0.36% of 350,000 active; CFBE cells, YFP halide quenching; stimulated with forskolin plus potentiator P3; % fluorescence drop versus neutral controls; activity (quench increase), % at 7.58 µM;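 active = mean added fluorescence quench of at least 8% versus neutral control, with both replicates also reaching 8%; inconclusive = only one of the mean or replicate conditions met; inactive = mean below 8% and not both replicates reaching 8%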;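 note: cells transiently co-express mutant CFTR-F508del with the halide-sensitive YFP; corrector assay measuring rescue of mutant channel to the surface after 24 h compound exposure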
DENV2 CPE rescue – protects cells from dengue virus 2 cytopathic effect; DENV2-infected cells, cytopathic effect rescue, plate reader; CPE inhibition, % at 9.99 µM; 1.7% of 350,000 active; in the data active = CPE inhibition above about 20%, passing the limit was not always enough; inconclusive = no clear call, values can overlap the other calls; tested in BHK-21 cells;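 note: 0% = median of neutral control wells and 100% = median of positive control wells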
miR-122 sensor – inhibitors of miR-122 in Huh7 cells; Huh7 miR-122 Renilla luciferase sensor, 48 h; neutral wells = 0, positive control = 100; activation (reporter increase), % at 12.5 µM; 0.3% of 340,000 active;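 active = mean replicate activation score at least 90 and every replicate individually at or above 90; inconclusive = only one of the two criteria met; inactive = neither criterion met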;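 note: higher luciferase means less miR-122 activity so hits act as miR-122 inhibitors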
ERp5 block – ERp5 (human) disulfide isomerase inhibition | inhibition, % at 9.99 µM | Q15084 | ERp5 insulin aggregation, absorbance 650 nm, 90 min | 0.05% of 350,000 active;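 active = mean replicate inhibition above about 25%, with every replicate also reaching it, limit read from the data, passing the limit was not always enough; inconclusive = only one of those two criteria met; inactive = neither criterion met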
SIRT5 inh – inhibitors of human sirtuin-5 desuccinylase; Q9NXA8; Purified SirT5, succinyl-peptide AMC, trypsin-coupled fluorescence; inhibition, % at 15 µM; 1.1% of 330,000 active; in the data active = inhibition above about 15%; inconclusive = no clear call, values can overlap the other calls
The depositor's hits bear a star; ? = inconclusive; nt = no result given; [ ] = remark or other dose.

SMILES	CASP6 VEID inh	ERAP1 inh	F508del corr	DENV2 CPE rescue	miR-122 sensor	ERp5 block	SIRT5 inh
COc1ccc(Cc2cc(NCc3ccccc3)c3ncn(C(C)C)c3c2)cc1	0	-1	2.9	-7	-6	4	nt
O=S(=O)(Nc1cccc(-c2nc3cccnc3s2)c1)c1ccc2c(c1)CCCC2	0	4	-1.7	5	63	0	1
CN(C)C(=O)[C@H]1[C@H](CO)[C@H]2Cn3c(ccc(C4=CCCCC4)c3=O)[C@@H]1N2Cc1ccccc1F	nt	nt	2.1	-16	3[16.7 µM]	5	-2
O=C(Cc1ccc(NC(=O)C2CCCN(C(=O)C3CCC3)C2)cc1)Nc1ccc(C(=O)N2CCOCC2)cc1 (stereo not drawn)	-1	-4	-2.6	-3	-7	-1	-2
COCCNc1ccnc2c(Cl)cccc12	-3	-1	nt	2	3	5	-3
COc1ccc(CC(=O)N/N=C/c2cc(Br)cs2)cc1OC	2	0	-1.0	?	0	-1	-1
O=C1COc2ccccc2N1Cc1ccc(Cl)cc1	5	5	nt	-2	0	-1	14
CCN1c2ccccc2S(=O)(=O)c2ccccc21	-2	2	0.8	-5	2	-3	-2
COCC1CCCN(C(=O)c2ccc3nc(Cc4cccc(Cl)c4)oc3c2)C1 (stereo not drawn)	6	-5	-0.4	-8	2	-4	1
C[C@H](CO)N1C[C@H](C)[C@@H](CN(C)C(=O)Cc2ccncc2)Oc2ncc(C#Cc3ccccc3F)cc2C1=O	3	4	-2.5	2	0[16.7 µM]	-3	1
C[C@@H]1CN([C@H](C)CO)C(=O)c2cc(NC(=O)C3CCCCC3)ccc2O[C@@H](C)CCCCO[C@H]1CN(C)C(=O)CCC(F)(F)F	2	2	-0.2	-6	-8[16.7 µM]	5	4
CO[C@H]1CN(C)C(=O)c2ccc(NS(=O)(=O)c3ccccc3)cc2OC[C@H](C)N(Cc2nccs2)C[C@H]1C	3	-1	-2.7	-10	-13[16.7 µM]	-2	0
C[C@@H]1CN([C@H](C)CO)C(=O)c2cc(C3=CCCCC3)cnc2O[C@@H]1CN(C)C(=O)NC1CCCC1	5	0	-4.6	5	nt	7	2
O=C1NC(=O)C(c2ccccc2)(c2ccccc2)N1S(=O)(=O)c1ccccc1	1	3	-0.2	-2	nt	1	nt
CCNC(=O)[C@H]1[C@H](CO)[C@H]2Cn3c(cccc3=O)[C@H]2N1C(=O)CC1CC1	1	0	-2.9	?	-5[16.7 µM]	-7	-1
CO[C@@H]1CN(C)C(=O)c2cc(NC(=O)c3ccc(-c4ccccc4)cc3)ccc2OC[C@H](C)NC[C@@H]1C	-1	-1	-4.4	-7	nt	1	12
C[C@@H]1CN([C@@H](C)CO)C(=O)c2cc(C#CC3CCCCC3)cnc2O[C@H]1CN(C)C(=O)c1ccncc1	-3	-1	-3.9	9	nt	-4	0
COc1ccc(/C=C2\SC(=S)N(CC(=O)NNC(=O)c3ccncc3)C2=O)cc1	-2	-3	3.2	5	-5	-9	36*
O=C(Cc1ccccn1)N1CC(=O)N2[C@H](CO)[C@@H](c3ccc(C#CCC4CCCC4)cc3)[C@@H]2C1	5	2	1.7	-11	nt	13	-2
COc1ccc(OCCN2CCC(C(=O)NC(c3ccc(F)cc3)c3ccc4ccccc4n3)CC2)cc1 (stereo not drawn)	0	-1	1.0	10	-14	-2	nt
O=C1CSc2ccccc2N1Cc1ccccc1F	-1	4	-0.4	-1	3	1	1
C=C(c1cn(C(C)=O)c2ccccc12)c1cn(C(C)=O)c2ccccc12	-1	0	1.1	13	4	-2	nt
O=C(O)C1C2C=CC(C2)C1C(=O)Nc1ccc(C(=O)N2CCCCC2)c(Cl)c1 (stereo not drawn)	2	5	nt	nt	-3	11	0
COC(=O)c1ccc2c(c1)NC1=C(C(=O)CC(C)(C)C1)C(c1ccncc1)N2 (stereo not drawn)	-2	2	-0.9	4	5	3	5
COC(=O)c1nc(NNC(=O)c2ccccc2)sc1-c1ccccc1	2	2	-0.4	-8	0	1	-5

Later entries
SMILES	CASP6 VEID inh	ERAP1 inh	F508del corr	DENV2 CPE rescue	miR-122 sensor	ERp5 block	SIRT5 inh
C[C@@H]1CN([C@H](C)CO)C(=O)Cc2cc(NC(=O)CCC(F)(F)F)ccc2O[C@@H]1CN(C)S(=O)(=O)c1ccc(F)cc1	4	2	0.0	2	-8[16.7 µM]	4	-1
Cc1cc(-n2c(SCC(=O)NCCC3=CCCCC3)nc3n[nH]c(C)c3c2=N)ccc1Cl	0	0	0.0	0	45	3	-5
O=C(O)COc1ccc2c3c(c(=O)oc2c1)CCCC3	-3	0	-0.7	9	-3	6	-6
CCN(CC(=O)NCc1ccc(F)cc1)C(=O)/C=C/c1ccco1	1	4	-0.1	3	nt	3	-1
O=C(NCc1ccco1)C1C(=O)Nc2ccccc2C(=O)N1C1CCCCC1 (stereo not drawn)	1	0	0.5	6	nt	1	5
CCC(C)[C@H](N)C(=O)NC[C@H]1CC[C@H](C(=O)N[C@@H](Cc2ccccc2)C(=O)O)CC1 (stereo partly drawn)	-1	1	-2.6	1	10	23	0
COc1cccc(/C=N/NC(=S)NCc2ccco2)c1OC	0	nt	-0.1	8	nt	3	0
CO[C@@H]1CN(C)C(=O)c2cc(NC(=O)Nc3ccc(F)cc3)ccc2OC[C@H](C)NC[C@H]1C	0	-1	-0.9	17	2[16.7 µM]	1	-3
COc1ccc(NS(=O)(=O)c2ccc3c(c2)CCCN3C(C)=O)cc1	1	-1	-2.9	-5	7	-7	-5
COc1ccccc1CNC(=O)c1n[nH]c2ccccc12	-6	-5	-1.0	8	-5	7	-6
CC(OC(=O)C(C)N1C(=O)C2C3C=CC(C4CC34)C2C1=O)C(=O)c1ccccc1 (stereo not drawn)	0	-1	nt	2	-9	1	-2
O=C(CN1CCCC1c1ccc2c(c1)OCCO2)NC(=O)Nc1ccccc1F (stereo not drawn)	-4	3	1.7	-10	nt	4	-6
Cc1ccc(/C=C/C(=O)O)cc1S(=O)(=O)NCc1cccnc1	0	0	5.0	2	-7	-2	-4
CCOC(=O)Cn1c(=O)oc2cc(S(=O)(=O)Nc3ccc(N(CC)CC)cc3C)ccc21	1	3	-1.1	?	3	-1	-2
CCN(CC(=O)Nc1ccc(NC(C)=O)cc1)C(=O)CN1C(=O)NC2(CCCC2)C1=O	4	5	2.8	2	-2	1	-4
CCC1Sc2ccccc2N(CC(=O)NC2CCCC2)C1=O (stereo not drawn)	3	1	nt	nt	1	1	nt
Cc1noc(C)c1NC(=O)Nc1ccc2c(c1)CC(=O)N([C@H](C)CO)C[C@H](C)[C@@H](CN(C)CC1CCCCC1)O2	3	1	-1.9	-4	-5[16.7 µM]	1	8
C[C@@H]1CN([C@H](C)CO)C(=O)c2cc(NC(=O)c3ccncc3)ccc2O[C@@H](C)CCCCO[C@@H]1CN(C)C(=O)C1CCCCC1	-1	2	-0.1	2	-5[16.7 µM]	9	1
CCNc1nc(Oc2ccc(C(=O)OC)cc2)nc(N2CCOCC2)n1	-3	-1	-0.3	-1	-10	2	-5
Cc1cc(C)cc(C(=O)NCCC(=O)NCc2cc(=O)n(C)c(=O)n2C)c1	0	2	-2.4	-3	-8	5	-4
Cc1noc(C)c1NC(=O)N(C)C[C@@H]1Oc2ccc(NC(=O)C3CCCCC3)cc2C(=O)N([C@@H](C)CO)C[C@@H]1C	1	1	-2.1	-5	1[16.7 µM]	3	1
CCCN(CCC)C(=O)C1CC(=O)OC12CCCCC2 (stereo not drawn)	2	-6	-0.5	nt	-3	3	nt
CCO[C@H]1OC(C(=O)NCc2ccccc2)=C[C@@H](c2coc3ccccc3c2=O)[C@@H]1CCCO	-2	-3	-0.2	-12	-1	-2	0
C[C@@H]1CN([C@@H](C)CO)S(=O)(=O)c2ccc(C#Cc3ccncc3)cc2O[C@@H]1CN(C)C(=O)Nc1ccc2c(c1)OCO2	nt	nt	3.4	5	-43[16.7 µM]	3	0
C[C@H](CO)N1C[C@H](C)[C@@H](CN(C)Cc2ccc(Oc3ccccc3)cc2)Oc2ccc(NC(=O)Nc3ccccc3)cc2C1=O	-3	2	0.8	3	-1[16.7 µM]	-1	11

A run of entries taken from the entries so far:
SMILES	CASP6 VEID inh	ERAP1 inh	F508del corr	DENV2 CPE rescue	miR-122 sensor	ERp5 block	SIRT5 inh
Cc1cc(C)cc(C(=O)NCCC(=O)NCc2cc(=O)n(C)c(=O)n2C)c1	0	2	-2.4	-3	-8	5	-4
Cc1noc(C)c1NC(=O)N(C)C[C@@H]1Oc2ccc(NC(=O)C3CCCCC3)cc2C(=O)N([C@@H](C)CO)C[C@@H]1C	1	1	-2.1	-5	1[16.7 µM]	3	1
CCCN(CCC)C(=O)C1CC(=O)OC12CCCCC2 (stereo not drawn)	2	-6	-0.5	nt	-3	3	nt
CCO[C@H]1OC(C(=O)NCc2ccccc2)=C[C@@H](c2coc3ccccc3c2=O)[C@@H]1CCCO	-2	-3	-0.2	-12	-1	-2	0
C[C@@H]1CN([C@@H](C)CO)S(=O)(=O)c2ccc(C#Cc3ccncc3)cc2O[C@@H]1CN(C)C(=O)Nc1ccc2c(c1)OCO2	nt	nt	3.4	5	-43[16.7 µM]	3	0
C[C@H](CO)N1C[C@H](C)[C@@H](CN(C)Cc2ccc(Oc3ccccc3)cc2)Oc2ccc(NC(=O)Nc3ccccc3)cc2C1=O	-3	2	0.8	3	-1[16.7 µM]	-1	11

3 entries drawn at random from the list so far, as already listed:
SMILES	CASP6 VEID inh	ERAP1 inh	F508del corr	DENV2 CPE rescue	miR-122 sensor	ERp5 block	SIRT5 inh
C[C@H](CO)N1C[C@H](C)[C@@H](CN(C)Cc2ccc(Oc3ccccc3)cc2)Oc2ccc(NC(=O)Nc3ccccc3)cc2C1=O	-3	2	0.8	3	-1[16.7 µM]	-1	11
CCN(CC(=O)NCc1ccc(F)cc1)C(=O)/C=C/c1ccco1	1	4	-0.1	3	nt	3	-1
Cc1ccc(/C=C/C(=O)O)cc1S(=O)(=O)NCc1cccnc1	0	0	5.0	2	-7	-2	-4

Later entries.
SMILES	CASP6 VEID inh	ERAP1 inh	F508del corr	DENV2 CPE rescue	miR-122 sensor	ERp5 block	SIRT5 inh
CN1CCN(C(=O)C[C@@H]2CC[C@@H]3[C@H](COC[C@H](O)CN3C(=O)Nc3cc(Cl)cc(Cl)c3)O2)CC1	0	1	0.5	0	3[16.7 µM]	4	-3
COc1ccc(OC)c2[nH]c(C(=O)N/N=C/c3ccccc3O)cc12	-11	1	14*	0	nt	0	-1
O=C1c2ccc([N+](=O)[O-])cc2C(=O)N1CNc1ccccn1	3	-1	0.5	2	nt	0	1
CCCNC(=O)c1ccc(N2CCC3(CC2)CC(c2ccccc2)=NO3)c(NC(=O)c2ccc(Br)cc2)c1	5	1	2.2	-3	-3	3	0
CN1CCCC1(C)C(=O)Nc1ccc(-n2cccc2)cc1 (stereo not drawn)	-7	-1	2.9	-4	13	3	-8
O=C(CCc1nc2ccccc2c(=O)[nH]1)Nc1ccc(F)c([N+](=O)[O-])c1	2	3	nt	-1	nt	1	2
Cc1ccc(C(=O)N/N=C\c2ccc(OC(=O)c3cccs3)cc2)cn1	-2	0	-2.1	0	nt	9	-3
CCCN(Cc1ccccc1)C(=S)Nc1ccc(F)cc1	0	0	-0.2	-3	nt	2	-2

An excerpt from above in order of their number in F508del corr, low to high:
| SMILES | F508del corr |
| --- | --- |
| CCCN(Cc1ccccc1)C(=S)Nc1ccc(F)cc1 | -0.2 |
| CN1CCN(C(=O)C[C@@H]2CC[C@@H]3[C@H](COC[C@H](O)CN3C(=O)Nc3cc(Cl)cc(Cl)c3)O2)CC1 | 0.5 |
| CCCNC(=O)c1ccc(N2CCC3(CC2)CC(c2ccccc2)=NO3)c(NC(=O)c2ccc(Br)cc2)c1 | 2.2 |
| CN1CCCC1(C)C(=O)Nc1ccc(-n2cccc2)cc1 (stereo not drawn) | 2.9 |
